Pol beta inh = qHTS Assay for Inhibitors of DNA Polymerase Beta; P06746; Pol beta primer extension/strand displacement, fluorescence kinetic; Potency, µM (titrated, usually from 114 µM), inactives show at the top dose activity change, negative = inhibition, usual class: inhibitors; 340,000 compounds, 1.3% hits; also: potency is read from the fitted curve at half-maximal effect; % is scaled to controls: 0 for no effect and ±100 for the full control effect
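Preincubation: enzyme (10 nM) with compound, 15 min, RT. Reaction: substrate added to 50 nM final. Reads: 0 and 10 min. Analysis: normalized, Hill fit.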
LDHA inh = qHTS assay for inhibitors of human lactate dehydrogenase; AID 1347041, 2019; activity change, % (values are at about 110 or 230 µM); 480,000 compounds, 0.15% hits; L-lactate dehydrogenase A chain (Homo sapiens), P00338; purified LDHA, NADH/diaphorase-resazurin fluorescence; hits give low values; in the data active = activity change below about -30%; inconclusive = mostly about -25% to -30%;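 also: plate controls were DMSO wells for no effect and wells without enzyme for full effect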
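Resorufin fluorescence (ex540/em590), read at 0 and 20 min after diaphorase/resazurin addition, reports the NADH left after a 5 min room-temperature reaction of 2 nM human LDH5 with 0.06 mM NADH and 0.2 mM pyruvate.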
ERG-DNA inh = qHTS for Small Molecule Inhibitors of the ERG Ets/DNA interaction. 370,000 compounds, 0.028% hits. Potency, µM (series often up to 76.9 µM), without a hit: top-dose FP activity, negative = inhibition, actives largely listed as inhibitors. Transcriptional regulator ERG (Homo sapiens), P11308. fluorescence polarization, His-ERG Ets domain / labelled DNA. AID 624246, 2012; active = well fitted inhibition curve with a large enough effect in the polarisation, with a control signal flat; inconclusive = small, poorly fitted or top-dose-only effect, or effect the other way, or a change in a side signal; inactive = no such curve, though single readings can be large or run the other way; the % refers to the polarisation;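 also: polarization taken with two DNA probes labelled with fluorescein and Texas red; potency is read from the fitted curve at half-maximal effect; % of control where 0% means no effect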
Target sequence (P11308 whole entry, looked up, the tested form may be a part): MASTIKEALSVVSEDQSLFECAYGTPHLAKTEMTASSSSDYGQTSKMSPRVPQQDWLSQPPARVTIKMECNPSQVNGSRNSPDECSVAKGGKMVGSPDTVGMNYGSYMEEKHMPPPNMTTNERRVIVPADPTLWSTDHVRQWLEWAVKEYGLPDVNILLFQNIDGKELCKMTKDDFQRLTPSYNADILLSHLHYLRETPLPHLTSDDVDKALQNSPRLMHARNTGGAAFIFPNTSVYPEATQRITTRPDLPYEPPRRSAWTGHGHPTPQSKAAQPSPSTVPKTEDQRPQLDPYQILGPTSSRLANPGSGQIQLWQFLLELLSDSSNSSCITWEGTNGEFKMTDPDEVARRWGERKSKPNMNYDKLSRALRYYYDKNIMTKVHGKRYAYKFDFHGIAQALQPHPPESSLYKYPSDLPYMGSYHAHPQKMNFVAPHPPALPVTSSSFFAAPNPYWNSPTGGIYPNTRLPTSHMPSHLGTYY
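His-tagged ERG Ets domain (1 uM in the protein solution; 300mM KCl, 50mM Tris-HCl, 1mM EDTA, 1mM DTT, pH 7.5) received compound, then a probe mix of 5 nM fluorescein-DNA and 100nM Texas-615-DNA. Fluorescence polarization was read for both dyes.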
POLH inh = qHTS for Inhibitors of Polymerase Eta | recombinant Pol eta, fluorescent DNA replication assay | Potency, µM (highest dose often 114 µM), without a hit: at the top dose activity change, negative = inhibition, hits mostly inhibitors | 390,000 compounds, 1.2% hits | DNA polymerase eta (Homo sapiens), Q9Y253 | AID 588591, 2011; also: potency is read from the fitted curve at half-maximal effect; % is scaled to controls: 0 for no effect and ±100 for the full control effect
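Fluorescent replication assay: 50 nM final substrate added after a 15 min room-temperature compound preincubation with 10 nM enzyme. Signal taken at 0 min and again at 10 min.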
ALOX12 inh = Primary qHTS assay for inhibitors of human arachidonate 12S-lipoxygenase (ALOX12): Round 2. Polyunsaturated fatty acid lipoxygenase ALOX12 (Homo sapiens), P18054. purified 12hLO, xylenol orange hydroperoxide absorbance. 580,000 compounds, 1.1% hits. Potency, µM (titrated, usually from 108 µM), inactives show top-dose activity change, negative = inhibition, most hits filed as inhibitors; also: potency is read from the fitted curve at half-maximal effect; % is scaled to controls: 0 for no effect and ±100 for the full control effect
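Purified human 12hLO (150 nM final) in 25 mM Hepes, 0.01% Triton X-100, pH 7.0 was preincubated 15 min at room temperature with compound. Then 40 uM arachidonic acid was added, 30 min. Hydroperoxide was read by Fe-XO absorbance ratio 573/405 nm.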
APE1 inh = qHTS Assay for Inhibitors of the Human Apurinic/apyrimidinic Endonuclease 1 (APE1). DNA repair nuclease/redox regulator APEX1 (Homo sapiens), P27695. AID 2517, 2012. Potency, µM (series often up to 65.8 µM), for the others: at the top dose activity change, negative = inhibition, actives largely listed as inhibitors. recombinant APE1, TAMRA/BHQ-2 abasic DNA cleavage fluorescence. 350,000 compounds, 0.35% hits;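 also: potency is read from the fitted curve at half-maximal effect; plate controls were vehicle for no effect and reference inhibitor for full effect; nearly all actives have a fitted effect of over 55% in size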
Target sequence (P27695 whole entry, looked up): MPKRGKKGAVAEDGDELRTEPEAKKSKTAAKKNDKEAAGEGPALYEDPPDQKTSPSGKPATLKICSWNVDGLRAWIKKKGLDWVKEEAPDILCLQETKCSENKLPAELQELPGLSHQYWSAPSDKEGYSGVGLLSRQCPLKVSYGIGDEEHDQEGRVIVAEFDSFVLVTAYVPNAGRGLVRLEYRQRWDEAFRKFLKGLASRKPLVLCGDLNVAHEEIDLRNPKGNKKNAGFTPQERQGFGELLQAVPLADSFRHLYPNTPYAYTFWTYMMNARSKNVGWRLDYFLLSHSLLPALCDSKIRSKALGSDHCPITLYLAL
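0.75 nM APE1 + cpd, 15 min RT; start w/ 50 nM TAMRA/BHQ-2 THF-abasic dsDNA; kinetic fluor 525/598 nm ×3 reads @60 s; Δ(read3−read1); normalized to DMSO and NSC13755 control wells.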
RGS4 inhibitor = Inhibitors of Regulator of G Protein Signaling (RGS) 4: qHTS. AID 504845, 2011. Transcreener GDP fluorescence polarization, RGS4-accelerated GTP hydrolysis. Regulator of G-protein signaling 4 (Homo sapiens), P49798. 390,000 compounds, 0.039% hits. Potency, µM (titrated, usually from 114 µM), without a hit: top-dose activity change, negative = inhibition, actives largely listed as inhibitors; also: potency is read from the fitted curve at half-maximal effect; % is scaled to controls: 0 for no effect and ±100 for the full control effect; nearly all actives have a fitted effect of over 75% in size; some results filed as inactive show a strong effect at the top dose
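MLSMR compounds (23 nl, pin-transferred) preincubated 10 min at room temperature with a 500nM (2x) first reagent, then RGS4 at 900nM (2x) plus Transcreener GDP mix added; fluorescence polarization (620/688 nm) read before and after 90 min at 30 °C.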
Anesthetic bind = qHTS Assay for Identification of Novel General Anesthetics; 350,000 compounds, 0.074% hits; Ferritin light chain (Equus caballus), P02791; apoferritin/1-aminoanthracene competitive binding, fluorescence; Potency, µM (highest dose often 77.5 µM), for inactives: at the top dose activity change, negative = displacement, most hits filed as inhibitors; also: potency is read from the fitted curve at half-maximal effect; % is scaled to controls: 0 for no effect and ±100 for the full control effect; nearly all actives have a fitted effect of over 20% in size
Target sequence (P02791 2-175 limits assumed): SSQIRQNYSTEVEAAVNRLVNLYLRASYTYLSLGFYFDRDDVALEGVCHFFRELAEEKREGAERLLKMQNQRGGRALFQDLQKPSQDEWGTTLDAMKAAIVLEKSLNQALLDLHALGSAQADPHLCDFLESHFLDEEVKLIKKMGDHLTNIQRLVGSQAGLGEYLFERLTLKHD
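Probe: 1-aminoanthracene (50% saturated, PBS). Protein: horse-spleen apoferritin, 10 uM. Incubation: 10 min, room temperature. Detection: 380 nm excitation, 535 nm emission. Analysis: normalized response, four-parameter Hill.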
Pol kappa inh = qHTS for Inhibitors of Polymerase Kappa; Potency, µM (top dose mostly 107 µM), without a hit: top-dose activity, negative = inhibition, most hits filed as inhibitors; purified Pol kappa, fluorescent DNA synthesis assay, 10 min; DNA polymerase kappa (Homo sapiens), Q9UBT6; 400,000 compounds, 0.53% hits; also: potency is read from the fitted curve at half-maximal effect; % is scaled to controls: 0 for no effect and ±100 for the full control effect
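Enzyme at 10 nM met test compounds for 15 min at room temperature. Substrate addition (50 nM final) began the reaction, which was monitored by fluorescence at 0 and 10 min.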
Starred values were filed as active, the others as inactive; ? = inconclusive; · = no result given; & = joins results of further samples; [ ] = remark or other dose. Unless noted, calls follow the shape of the dose curve; as a rule, active = well fitted curve in the direction sought with a large enough effect; inconclusive = small, poorly fitted or top-dose-only effect, or another doubt; inactive = no such curve, though single readings can be large; an effect the other way counts as inactive or inconclusive. Some of the compounds tested; the hit share may differ from the screen's.

SMILES	Pol beta inh	LDHA inh	ERG-DNA inh	POLH inh	ALOX12 inh	APE1 inh	RGS4 inhibitor	Anesthetic bind	Pol kappa inh
CCc1ccc2[nH]c(=O)c(CN(CC3CCCO3)C(=S)NCc3ccco3)cc2c1 (centres undefined)	7%	-3	4%	?	12%	-1%	?	-8%	-19%
COc1ccccc1N1CCN(c2ncc3c(n2)CCN(Cc2ccc(C)s2)C3)CC1	-4%	-4	0%	-24%	-8%	·	41%	34%[activator]	-4%[60.1 µM]
COc1ccccc1CNC(=O)CCCn1c(=O)c2ccccc2n(CC(=O)Nc2ccc(C)cc2Cl)c1=O	24%	-9	9%	9%	-24%	·	-14%	-1%	12%
COc1cccc(C2=CC(c3cccs3)n3nnnc3N2)c1 (centres undefined)	-1%	4	-5%	-10%	0%	-5%	-13%	-20%	3%
O=C(CCC1CCCC1)Nc1cccn(Cc2ccccc2Br)c1=O	1%	-6	0%	-8%	-28%	-6%	13%[56.9 µM]	-3%	-3%
O=C(N/N=C/c1cccc([N+](=O)[O-])c1)c1ccc(CN2CCOCC2)cc1	17%	1	12%	0%	-3%	1%	1%[11.4 µM]	-2%	-4%[60.1 µM]
Cc1ccc(CNC(=O)C2CCCN(S(=O)(=O)c3ccc4c(c3)oc(=O)n4C)C2)cc1 (centres undefined)	19%	-1	-1%	-9%	-23%	·	5%	-9%	-1%
Cc1ccc(-c2nn(-c3cccc(F)c3)cc2CN2CCN(c3ccccn3)CC2)o1	20%	-2	1%	-10%	8.9µM*	15%	?	3%	-13%
CCOc1ccccc1NC(=O)CCS(=O)(=O)c1cccs1	39%	-3	3%	-10%	10%	25%	-13%	-4%	5%
CC(C)(C)NC(=O)NC(=O)CN1CCCCCCC1	-18%	-11	1%	5%	0%	0%	19%	-18%	-10%
COc1ccc(Cl)cc1NC(=O)C(C)N(C)Cc1cccc(Cl)c1Cl (centres undefined)	2%[57.1 µM]	3	4%	-17%	1%	-2%	-35%	-11%	-3%
CC(C)c1ccc(-n2nnnc2SCC(=O)NC2CC2)cc1	·	-1	-10%	-18%	11%	0%	-17%	·	3%

Compound profiles, as listed above. Order of values: Pol beta inh, LDHA inh, ERG-DNA inh, POLH inh, ALOX12 inh, APE1 inh, RGS4 inhibitor, Anesthetic bind, Pol kappa inh
CC(C)(C)NC(=O)NC(=O)CN1CCCCCCC1 is listed as -18%, -11, 1%, 5%, 0%, 0%, 19%, -18%, -10%
O=C(CCC1CCCC1)Nc1cccn(Cc2ccccc2Br)c1=O is listed as 1%, -6, 0%, -8%, -28%, -6%, 13%[56.9 µM], -3%, -3%
COc1ccccc1N1CCN(c2ncc3c(n2)CCN(Cc2ccc(C)s2)C3)CC1 is listed as -4%, -4, 0%, -24%, -8%, ·, 41%, 34%[activator], -4%[60.1 µM]

Additional structures:
SMILES	Pol beta inh	LDHA inh	ERG-DNA inh	POLH inh	ALOX12 inh	APE1 inh	RGS4 inhibitor	Anesthetic bind	Pol kappa inh
CCN1C[C@@H]2[C@@H]3C(=O)N(C)C(=O)[C@@H]3[C@](Cc3ccccc3)(C1=O)N2C(=O)c1ccccc1	·	-2	-1%	4%	-1%	·	8%	·	8%
CC(=O)Nc1c(Br)cc2c(c1Br)Cc1cc(Br)ccc1-2	·	-8	·	-4%	-23%	·	-4%	·	-5%
COc1ccc(/C=C/C(=O)O)cc1S(=O)(=O)N1CCCCC1	?	0	-8%	0%	-19%	1%	-4%	4%	14%
CCOc1ccc(NC(=O)CC2Nc3ccccc3NC2=O)cc1 (centres undefined)	-7%	-2	-3%	-11%	59%[activator]	1%	3%	-6%	-8%
Clc1ccc(-c2cn(-c3ccccc3)c3[n+]2CCS3)cc1	-1%	-8	-6%	-17%	-2%	14%	8%	-9%	-5%
COc1ccc(-n2c(SCC(=O)NCc3ccco3)nnc2-c2c[nH]c3ccccc23)cc1	0%	-7	3%	-1%	34%[activator]	-9%	-12%	-2%	-8%
CCOC(=O)c1sc(NC(=O)CSc2nnc(-c3ccc(OC)cc3)n2CCOC)nc1C	-12%	0	-4%	7%	0%	20%	44%	-5%	-9%
CC(C)C1(C)C(=O)N=C2c3ccccc3C(=O)N21 (centres undefined)	-13%	-4	0%	-2%	-16%	-3%	7%	-5%	-7%
CCCSc1ncc(Cl)c(C(=O)NCc2ccc(C)cc2)n1	-2%	-3	2%	·	-20%	·	0%	?	-11%
CC1CCc2c(sc3nc4n(c(=O)c23)CCS4)C1 (centres undefined)	-5%	-2	-3%	-13%	-5%	4%	13%	-7%	-8%
COc1ccccc1OCc1nc(C#N)c(N2CC(C)CC(C)C2)o1 (centres undefined)	5%	-9	-1%	-9%	9%	0%	12%	28%	0%
CCCCOCCCNS(=O)(=O)Cc1ccccc1	5%	-4	2%	-7%	8%	-6%	11%	-18%	-12%
COCCN(C(=O)COc1ccc(Cl)cc1)c1nnc(-c2cccnc2)s1	36%	-2	4%	-13%	?	14%	6%	5%	-1%
O=C(Nc1ccc(Br)cc1)c1ccc(F)c(S(=O)(=O)N2CCCc3ccccc32)c1	10%	-4	2%	-22%	?	·	10%	-15%	-8%[60.1 µM]
COc1cccc(CNC(=O)Cn2c(=O)n3nc(-c4cccc(F)c4)nc3c3ccccc32)c1	8%	-4	7%	7%	-17%	·	-10%	-5%	-7%[60.1 µM]
Cc1cc(C(=O)OCC(=O)NCCc2ccccc2)c2ccccc2n1	·	-4	-3%	-3%	-25%	19%	6%	·	-9%
O=C(COC(=O)c1cc(Cl)ccc1[N+](=O)[O-])Nc1cccc2ccccc12	9%	-14	1%	-6%	0%	15%	-1%	-5%	-22%
CCCNC(=O)C1CCN(S(=O)(=O)c2cccs2)CC1	-20%	-1	-4%	-12%	9%	3%	4%	-1%	-3%
Cc1nc2c(C(=O)NCCC(C)C)c[nH]n2c(=O)c1Cl	11%	3	-1%	-7%	?	-4%	-35%	-11%	-18%
CCCCC(=O)Nc1ccc(NC(=O)C2CC2)nc1	15%	1	-4%	-1%	-18%	1%	?	34%[activator]	-21%
CC(=O)N1CCc2c(sc3c2c(=O)n(Cc2ccccc2)c(=O)n3Cc2ccc(Cl)cc2)C1	10%	1	1%	-25%	-44%	·	0%	-2%	1%
Cc1ccc(-n2c(-c3cc(C)n(C)n3)n[nH]c2=S)cc1	2%	-1	-4%	-8%	?	1%	-25%	-7%	1%
O=C(Cc1ccccc1)Nc1ccccc1C(=O)N1CCN(c2ccccc2)CC1	-1%	0	12%	-23%	?	42%	5%	-18%	-3%
Fc1ccc(F)c(C2=NNC(=Nc3ccccc3F)SC2)c1	?	-2	3%	-23%	-28%	3%	-9%	-22%	0%
Cc1c(OCC(=O)NCC2CCC(C(=O)O)CC2)ccc2c(-c3ccccc3)cc(=O)oc12 (centres undefined)	32%	-6	-11%	4%	43%[activator]	6%	5%	-20%	7%
COCCNc1ccc2cc(S(=O)(=O)N3CCCCC3)ccc2n1	7%	-5	-4%	-19%	?	·	-12%	-2%	-6%
COc1ccccc1CN1CCC(n2nccc2NC(=O)CCc2ccccc2)CC1	17%	2	8%	-23%	-1%&68%	22%	-25%	-9%	-5%
CCC(=O)Nc1cc2nn(-c3ccccc3)nc2cc1Cl	-1%	-4&-6	1%	-3%	-10%&13%	0%	-15%	3%	-11%

Structural class, the entries above with two or more sulfur atoms (4)
SMILES	Pol beta inh	LDHA inh	ERG-DNA inh	POLH inh	ALOX12 inh	APE1 inh	RGS4 inhibitor	Anesthetic bind	Pol kappa inh
CCOc1ccccc1NC(=O)CCS(=O)(=O)c1cccs1	39%	-3	3%	-10%	10%	25%	-13%	-4%	5%
CCOC(=O)c1sc(NC(=O)CSc2nnc(-c3ccc(OC)cc3)n2CCOC)nc1C	-12%	0	-4%	7%	0%	20%	44%	-5%	-9%
CC1CCc2c(sc3nc4n(c(=O)c23)CCS4)C1 (centres undefined)	-5%	-2	-3%	-13%	-5%	4%	13%	-7%	-8%
CCCNC(=O)C1CCN(S(=O)(=O)c2cccs2)CC1	-20%	-1	-4%	-12%	9%	3%	4%	-1%	-3%

Bioassay records as filed in PubChem.
